CHT allo act – allosterically activates the human high affinity choline transporter; Q9GZV3; CHT-expressing cells, membrane potential dye, choline EC20; stronger effect = higher value; LV-AA mutant CHT in HEK293 cells; B-score at 10 µM; hit rate 0.49% among 310,000; AID 488977;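 active = initial fluorescence not abnormally high and integrated response B-score, plate-corrected, over 3 SD above library mean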
Target sequence (Q9GZV3 whole entry, looked up): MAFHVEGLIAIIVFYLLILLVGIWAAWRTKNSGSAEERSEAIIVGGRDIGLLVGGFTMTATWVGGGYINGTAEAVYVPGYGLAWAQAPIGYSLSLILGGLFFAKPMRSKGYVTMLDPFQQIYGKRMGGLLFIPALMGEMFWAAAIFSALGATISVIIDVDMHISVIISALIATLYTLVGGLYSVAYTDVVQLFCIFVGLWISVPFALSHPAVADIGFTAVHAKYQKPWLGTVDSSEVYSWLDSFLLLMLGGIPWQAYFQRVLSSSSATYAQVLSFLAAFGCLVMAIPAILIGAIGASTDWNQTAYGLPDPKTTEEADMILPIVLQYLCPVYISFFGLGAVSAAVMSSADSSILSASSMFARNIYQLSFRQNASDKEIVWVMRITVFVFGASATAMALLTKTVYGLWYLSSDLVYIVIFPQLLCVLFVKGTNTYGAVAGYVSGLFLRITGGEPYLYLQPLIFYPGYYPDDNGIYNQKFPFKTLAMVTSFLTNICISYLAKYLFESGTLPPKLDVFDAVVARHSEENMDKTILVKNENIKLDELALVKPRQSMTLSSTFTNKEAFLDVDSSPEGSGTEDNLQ
CHT block – inhibitors of human choline transporter CHT; AID 488975; hit rate 0.86% among 310,000; B-score at 10 µM; Q9GZV3; CHT-expressing cells, membrane potential dye, choline response; stronger effect = lower value;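 active = B-score over 3 SD under the library average, and starting fluorescence ratio not unusually high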;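 also: choline stimulus applied at its EC90 after an EC20 pre-addition; B-score computed on integrated fluorescence ratio after choline addition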
Active calls of the source: *; i = inactive.

A first look (18 entries):
SMILES	CHT allo act	CHT block
CC(C)(C)C(=O)NC(=S)Nc1ccc(Cc2ccncc2)cc1	i	i
O=C1CC(Sc2ncccn2)C(=O)N1c1ccccc1C(F)(F)F (stereo not given)	i	i
CCCCC(=O)Nc1ccc2c(c1)nc1n2CCSC1	i	i
CC1(C)CC2(C)Nc3ccccc3N2C(=S)N1 (stereo not given)	i	i
CCC(=O)c1ccc(N2CCOCC2)c(F)c1	i	i
CCOC(=O)CS(=O)(=O)c1ccc(O)cc1	i	i
N#CC1=C2SCC(O)(c3ccccc3)N2C(=O)CC1c1cccs1 (stereo not given)	i	i
COC(=O)c1ccc(C)c(-n2c(=O)n(Cc3ccccc3)c(=O)c3[nH]cnc32)c1	i	i
CC(c1ccccc1)N(CC(=O)NC1CCCCC1)S(=O)(=O)c1cccc(C(F)(F)F)c1 (stereo not given)	i	i
COc1ccc2c(c1)[nH]c1c(=O)n(/N=C/c3ccc(OC)c(CN4CCCCC4)c3)cnc12	i	i
CC(=O)Nc1ccc2nc(CN3CCN(CC=C(C)C)C(CCO)C3)ccc2c1 (stereo not given)	i	i
COc1cc(C2NC(=O)NC(O)(C(F)(F)F)C2C(C)=O)cc(OC)c1OC (stereo not given)	i	i
CC(C)CNC(=O)c1ccc2c(c1)C(=O)N(C1CCCCC1)C2=O	i	i
Cc1ccc(C(=O)C(O)C(c2ccc(C)cc2)N2CCCCC2)cc1 (stereo not given)	i	i
N#CCOC(=O)C1CCN(S(=O)(=O)c2ccc3c(c2)OCCO3)CC1	i	i
COc1cc(C2N(Cc3ccccc3)CCN2Cc2ccccc2)ccc1OC(C)=O	i	i
CCOc1ccc2oc(C(=O)NC3CCN(Cc4ccccc4)CC3)c(C)c2c1	i	i
OCC1(CCCc2ccccc2)CCN(Cc2cc(F)ccc2F)CC1	i	i

This part in full, from the first entry:
SMILES	CHT allo act	CHT block
CC(C)(C)C(=O)NC(=S)Nc1ccc(Cc2ccncc2)cc1	i	i
O=C1CC(Sc2ncccn2)C(=O)N1c1ccccc1C(F)(F)F (stereo not given)	i	i
CCCCC(=O)Nc1ccc2c(c1)nc1n2CCSC1	i	i
CC1(C)CC2(C)Nc3ccccc3N2C(=S)N1 (stereo not given)	i	i
CCC(=O)c1ccc(N2CCOCC2)c(F)c1	i	i
CCOC(=O)CS(=O)(=O)c1ccc(O)cc1	i	i
N#CC1=C2SCC(O)(c3ccccc3)N2C(=O)CC1c1cccs1 (stereo not given)	i	i
COC(=O)c1ccc(C)c(-n2c(=O)n(Cc3ccccc3)c(=O)c3[nH]cnc32)c1	i	i
CC(c1ccccc1)N(CC(=O)NC1CCCCC1)S(=O)(=O)c1cccc(C(F)(F)F)c1 (stereo not given)	i	i
COc1ccc2c(c1)[nH]c1c(=O)n(/N=C/c3ccc(OC)c(CN4CCCCC4)c3)cnc12	i	i
CC(=O)Nc1ccc2nc(CN3CCN(CC=C(C)C)C(CCO)C3)ccc2c1 (stereo not given)	i	i
COc1cc(C2NC(=O)NC(O)(C(F)(F)F)C2C(C)=O)cc(OC)c1OC (stereo not given)	i	i
CC(C)CNC(=O)c1ccc2c(c1)C(=O)N(C1CCCCC1)C2=O	i	i
Cc1ccc(C(=O)C(O)C(c2ccc(C)cc2)N2CCCCC2)cc1 (stereo not given)	i	i
N#CCOC(=O)C1CCN(S(=O)(=O)c2ccc3c(c2)OCCO3)CC1	i	i
COc1cc(C2N(Cc3ccccc3)CCN2Cc2ccccc2)ccc1OC(C)=O	i	i
CCOc1ccc2oc(C(=O)NC3CCN(Cc4ccccc4)CC3)c(C)c2c1	i	i
OCC1(CCCc2ccccc2)CCN(Cc2cc(F)ccc2F)CC1	i	i
COc1cccc(C(=O)c2c[nH]c(C(=O)NCCCN3CCOCC3)c2)c1	i	i
C/C=C1\COC(C(=O)NCCCN2CCCC2=O)(C(F)(F)F)C=C1C=C(C)C (stereo not given)	i	i
O=c1c2c(-c3cccs3)csc2ncn1-c1ccccc1	i	i
O=c1[nH]ncc(N/N=C\c2cccs2)c1Cl	i	i
O=C(NC1CCOCC1)C1CCC(=O)N(CCc2ccc(Cl)cc2)C1 (stereo not given)	i	i
O=S(=O)(c1ccc(C(F)(F)F)cc1)N1CCCN(c2ccc(C(F)(F)F)cn2)CC1	i	i
Cc1ccc(S(=O)(=O)N2CCC(C(=O)NCc3ccccc3Cl)CC2)cc1	i	i
CCC(C)Sc1nc2ccccc2n1CC(=O)O (stereo not given)	i	i
COC(=O)c1c(NC(C)=O)sc2c1CCN(Cc1ccccc1)C2	7.2*	i
Cc1ccc(NC(=O)CSCc2c(C)noc2C)cc1C	i	i
COc1cc(C=O)cc(OC)c1OS(=O)(=O)c1ccc(NC(C)=O)cc1	i	i
O=C1CSC(=S)N1/N=C/c1cc(Br)c(O)c(Br)c1	i	i
OCCCN1c2ccccc2Nc2nnc(-c3ccccc3)cc21	i	i
CN1CCN(CCCNC(=O)CCN2C(=O)COc3ccccc32)CC1	i	i
Cc1cc(-c2cc(C(=O)Nc3ccccc3)on2)nc(NC2CCCC2)n1	i	i
CCOC(=O)c1nnn(-c2ccc([N+](=O)[O-])cc2)c1C	i	i
CC(NC(=O)c1ccco1)C1COc2ccccc2O1 (stereo not given)	i	i
O=C(O)CN=C1NC2(CCCC2)Cc2ccccc21	i	i
COc1cccc(C2CC(=O)Nc3n[nH]c(-c4ccccc4)c32)c1OC (stereo not given)	i	i
O=C(O)c1cc(-c2ccccc2Cl)n[nH]1	i	i
CC1CCCN(C(c2cccs2)c2nnnn2Cc2ccccc2)C1 (stereo not given)	i	i
CSc1nc(N)c2c(C)c(C)sc2n1	i	i
Nc1cc(=O)[nH]c(SCC(=O)Nc2cc([N+](=O)[O-])ccc2Cl)n1	i	i
O=C(NNc1cccc(Cl)n1)c1c(F)cccc1F	i	i
O=C(CN1C(=O)NC2(CCCC2)C1=O)Nc1nc2c(F)cc(F)cc2s1	i	i
COc1ccc(OC)c(NC(=O)C23CCC(C)(C(=O)C2)C3(C)C)c1 (stereo not given)	i	i
CCCN(CCC)C(=O)c1ccc2c(c1)OCO2	i	i
CCCNC(=O)COc1coc(CN2CCN(c3ccccc3)CC2)cc1=O	i	i
CC(C)Oc1ccc(C(CC(=O)O)c2ccc(F)cc2)cc1 (stereo not given)	i	i
CCNc1nc(SCC(=O)Nc2ccccc2)nc(N2CCOCC2)n1	i	i
Cn1c(=O)c2c(nc(SCCN3CCCCC3)n2C)n(C)c1=O	i	i
c1ccc([C@H]2CC3C[C@@H](c4ccccc4)N2O3)cc1	i	i
Additional entries
SMILES	CHT allo act	CHT block
N/C(=N\OC(=O)/C=C/c1ccccc1)c1ccncc1	i	i
COc1ccc([N+](=O)[O-])cc1NCc1cccc([N+](=O)[O-])c1	i	i
CC(C)=CCc1cc([C@@H]2CC(=O)c3ccc(O)c(CC=C(C)C)c3O2)ccc1O	i	i
COCCN(C(=O)CCC(=O)Nc1ccccn1)C(C(=O)NCCC(C)C)c1ccc(F)cc1 (stereo not given)	i	i
Cc1coc2cc3oc(=O)c4c(c3cc12)CCCC4	i	i
Cc1ccc(S(=O)(=O)N2CCOC23CCN(C(=O)C(=O)NCCC(C)C)CC3)cc1	i	i
Cc1ccc(C(=O)/C=C/Nc2ccccc2C(N)=O)cc1	i	i
CC(=O)N1CCN(c2ccc(S(C)(=O)=O)cc2[N+](=O)[O-])CC1	i	i
Nc1cc(-c2ccc(Br)cc2)nn1S(=O)(=O)c1cccc2nsnc12	i	i
COc1ccc(-c2noc(CCC(=O)NCCc3ccccc3)n2)cc1	i	i
Cc1ccc(S(=O)(=O)Nc2ccncc2)c(C)c1N(C)S(=O)(=O)c1ccc(Cl)cc1	i	i
COc1ccc(N2C(=O)c3ccc(C(=O)Nc4cc(OC)ccc4OC)cc3C2=O)cc1	i	i
COC(=O)c1ccc(/C=C2/SC(=S)N(CCC(=O)NCCCN3CCOCC3)C2=O)cc1	i	i
C=CCOc1ccccc1CNCCCN1CCOCC1	i	i
CC(C(=O)NC1C(=O)N2C(C(=O)O)=C(CSc3nnnn3C)CSC12)n1cc(Br)cn1 (stereo not given)	i	i
CC(=O)NC1C(=O)N=C(SCC(=O)NC(C)c2ccccc2)NC1=O (stereo not given)	i	i
Cc1cc2cc(C)c(NCCNC(=O)c3ccccc3)nc2cc1C	i	i
Cc1cc(N2CC34C=CC(O3)C(C(=O)O)C4C2=O)no1 (stereo not given)	i	i
COc1ccc(C(=O)C2CCN(CC(=O)Nc3cc(C)cc(C)c3)CC2)cc1	i	i
Cc1nn(Cc2ccccc2Cl)c(Cl)c1C(=O)NCCc1ccccc1	i	i
Cc1cc(C)nc(NC(=O)CN2C(=O)c3ccccc3S2(=O)=O)n1	i	i
Cc1ccc(Oc2ccc(-c3nc(N)nc(N)n3)cc2)cc1	i	i
CCn1cc(S(=O)(=O)Nc2ccc(Cl)cc2F)cn1	i	i
CC(=O)c1cccc(NC(=O)c2ccncc2)c1	i	i
COCCN1CCN(C(=O)c2cc(COc3cncc(Cl)c3)on2)CC1	i	i
COC(=O)c1sccc1NC(=S)Nc1ccc(OC)cc1	i	i
O=C(C1CCN(S(=O)(=O)c2cccc3nsnc23)CC1)N1CC=C(c2ccccc2)CC1	i	i
N#CCSc1nc2c(sc(=S)n2Cc2ccco2)c(=O)n1-c1ccc(F)cc1	i	i
O=C1OCCN/C1=C\C(=O)c1ccc(Cl)cc1	i	i
COC(=O)/C(=N/Nc1ccccc1OC)N1CCCc2ccccc21	i	i
Cc1nnc(NC(=O)Nc2cccc(Cl)c2)s1	i	i
CC(=O)Oc1c2occc2cc2ccc(=O)oc12	i	i
CCOc1ccc(N(CC(=O)NC2CC3CCC2C3)S(=O)(=O)c2ccccc2)cc1 (stereo not given)	i	i
CCCCNc1c(-c2ccc(SC3CCCCC3)cc2)nc2ccccn12	i	i
COc1ccc(CN2CCOCC2)c(C)c1C	i	i
COC(=O)C1C(O)=C(C=NC2CCCCC2)C(=O)CC1(C)C (stereo not given)	i	i
Cc1[nH]n(-c2ccc([N+](=O)[O-])cc2)c(=O)c1C=NCCN1CCN(C(=O)C(C)C)CC1	i	i
CCn1c(N)c(Br)c(=O)[nH]c1=O	i	i
COc1ccccc1OC(C)C(=O)N1CCc2ccccc21 (stereo not given)	i	i
O=C(O)COc1ccccc1/C=N/NC(=O)c1ccc(F)cc1	i	i
Cc1ccc(SCCC(=O)NC(C)(C)C)cc1	i	i
O=C(Nc1ccccc1)Nc1nnc(Cc2ccc(F)cc2)s1	i	i
Cc1nn(C)cc1S(=O)(=O)N1CCN(c2ccccc2F)CC1	i	i
CSc1ncccc1C(=O)NC1CCCCCCC1	i	i
Cc1oc(-c2cccs2)nc1CN1CCN(C(C)C)C(CCO)C1 (stereo not given)	i	i
CC(=O)N1c2ccc(S(=O)(=O)NCC3CCC(C(=O)N4CC(C)CC(C)C4)CC3)cc2CC1C (stereo not given)	i	i
CC(C)Cn1c(=O)c(C(=O)Nc2ccncc2)c(O)c2ccccc21	i	i
CCOc1ccc(C(=O)NC2CCN(S(C)(=O)=O)CC2)cc1	i	i
Nc1nc(Nc2ccccc2)sc1C(=O)c1ccccc1	i	i
O=S(=O)(c1ccc(N2CCN(CCO)CC2)nc1)N1CCCCC1	i	i
(listing goes on)
SMILES	CHT allo act	CHT block
Cc1ccc(CNC(=O)CCS(=O)(=O)c2cccc3nsnc23)cc1	i	i
Cc1ccc2c(c1)N(CCCC(=O)NCc1cccnc1)C(=O)CO2	i	i
Cc1ccccc1NC(=O)c1cc2ccccc2o1	i	i
COc1ccc(S(=O)(=O)NN(C)c2ncc(C(F)(F)F)cc2Cl)cc1	i	i
Cc1ccccc1NC(=O)CCCCCN1C(=O)[C@@H]2Cc3ccccc3CN2C1=O	i	i
COc1ccc([C@@H]2CC(=O)c3c(O)cc(O[C@@H]4O[C@H](CO[C@@H]5O[C@@H](C)[C@H](O)[C@@H](O)[C@H]5O)[C@@H](O)[C@H](O)[C@H]4O)cc3O2)cc1O	i	i
CN(C)S(=O)(=O)c1ccc(C(=O)NCC[N+]2(C)CCCCCC2)o1	i	i
O=C(NCc1ccc(F)cc1)c1cc(S(=O)(=O)N2CCCCC2)c[nH]1	i	i
COc1ccc(CN2CCN(C(=O)Cn3nc(C)n4cccc4c3=O)CC2)c(OC)c1OC	i	i
CCN(CCn1cccn1)Cc1cn[nH]c1-c1cccc2ccccc12	i	i
COc1ccc(NC(=O)CN(C)C(=O)c2ccc(NS(=O)(=O)c3ccc4[nH]c(=O)[nH]c4c3)cc2)cc1	i	i
CCCCc1cc(=O)oc2c(CN(C)C)c(O)c(Cl)cc12	i	i
O=C(Cn1c(=O)c2c3c(sc2n(Cc2ccccc2)c1=O)CCCC3)NCCO	i	i
CCN(CC)CCNC(=O)c1ccc(CS(=O)(=O)c2ccc(Br)cc2)o1	i	i
CC1=[N+](C)c2ccc3ccccc3c2C1(C)C	i	i
CCOC(=S)SCC(=O)Nc1nc(-c2ccc(Br)cc2)cs1	i	i
CCOc1ccc(CN(C(=O)c2cc3ccccc3oc2=O)C2CCS(=O)(=O)C2)cc1 (stereo not given)	i	i
CCCCn1c(=O)[nH]c(=O)c2c1nc(-c1ccc(C#N)cc1)n2C1CCCC1	i	i
Cc1cc(C)c(C#N)c(SCc2cn3c(C)cccc3n2)n1	i	i
CCOc1cc(/C=C2/C(=N)N3C(=NC2=O)SN=C3S(=O)(=O)CC)ccc1OC(=O)c1ccco1	i	i
COc1ccc(CCNC(=O)[C@H](C)N2C(=O)N3CCc4c([nH]c5ccccc45)[C@@]3(C)C2=O)cc1OC	i	i
CNC(=S)NNC(=O)c1sccc1OCc1ccc(Cl)cc1Cl	i	i
O=C(C1CCCN(Cc2ccccc2F)C1)N1CCCC1 (stereo not given)	i	i
COc1ccc(/C=N\NC(=O)c2cc(O)c(O)c(O)c2)cc1CN1CCN(c2ccc(F)cc2)CC1	i	i
COc1ccc(NC(=O)c2cc(-c3ccccc3)oc2C)cc1	i	i
COc1ccc(Nc2ncnc3scc(-c4ccc(OC)cc4)c23)cc1	i	i
C=CCn1c(SCC(=O)c2cc(C)n(CC3CCCO3)c2C)nnc1-c1ccccc1 (stereo not given)	i	i
CC1(c2ccc(Cl)cc2)NC(=O)N(CC(=O)NC(=O)NCc2ccco2)C1=O (stereo not given)	i	i
